Bioassay records from PubChem BioAssay.
MT stabilize HCS: stabilizes microtubules in HeLa cells | % tubulin-high responders, % at 10 µM | 200,000 tested, 0.83% active | HeLa tubulin immunostaining HCS, 24 h; share of cells brighter than vehicle mean+2SD;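 active = plate Z-score above 3 for both tubulin-high and condensed-nucleus cell shares, with cell loss under 80%, at 10 µM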;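 also: anti alpha tubulin signal scored within the nucleus-defined area of each cell; some results filed as inactive read as strong as hits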
M17LAP inhibition: P. falciparum M17LAP inhibitors, primary screen, biochemical, fluorogenic H-Leu-NHMec substrate, 1536-well (AID 1619). one-dose inhibition, % at 30 µM; IC50 in µM for titrated hits. 220,000 tested, 0.38% active. recombinant M17LAP, H-Leu-NHMec fluorogenic kinetic assay; higher % means a stronger effect;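 active = compound inhibiting the enzyme by more than half at any dose during confirmatory dose-response retesting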;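 also: plate controls were full reaction with DMSO carrier for no effect and no enzyme background for full effect; strong numbers were not always called active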
bCat nuc transl: alters nuclear translocation of beta-catenin in HeLa cells; nuclear translocation activity, % at 5 µM; immunofluorescence imaging; 190,000 tested, 0.3% active;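 active = nuclear translocation activity above 50% at 5 µM, with a well cell count of 50 or more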;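 also: per-cell ratio of nuclear to cytoplasmic median beta-catenin stain intensity; plate controls were DMSO negative control for no effect and GSK-3 inhibitor IX positive control for full effect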
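System: HeLa cells, endogenous beta-catenin; compound dosing: 5 µM primary single dose, 0.1% DMSO, 0.02–20 µM confirmation series; incubation: 24 h compound exposure at 37°C, 5% CO2; signal: beta-catenin immunofluorescence imaging with DAPI; evaluation: % activation, nuclear-to-cytoplasmic median beta-catenin signal ratio per cell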
Yfh1-off respiration: mitochondrial function rescue without frataxin homolog – Friedreich's ataxia, plus single-dose screen, dose response (AID 1465); S. cerevisiae Yfh1-off respiration, WST-1 reduction, 72 h; higher fold induction means a stronger effect; fold induction at 50 µM, or EC50 in µM where a hit was titrated; 220,000 tested, 0.074% active;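 active = fold induction of absorbance versus untreated yeast above a set limit, then at least 30% activation at any dose in follow-up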;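 also: activators that raise dye reduction in frataxin-depleted yeast; strong numbers were not always called active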
Insulin prom up: MIN6 insulin promoter up-regulation | z-score at 5 µM | MIN6 insulin promoter-GFP reporter, high-content imaging; stronger effect = higher value | AID 1625 | 190,000 tested, 0.3% active;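 active = z-score above 3 at 5 µM with at least 500 cells counted in the well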
NOD2 inhibition: inhibition of NOD2-driven NF-kB reporter – cell-based, luminescence, uHTS, HEK293 (AID 1566) | HEK293 NOD2/NF-kB luciferase reporter, luminescence; higher % means a stronger effect | inhibition, % at 4 µM, or EC50 in µM where a hit was titrated | 290,000 tested, 0.63% active; in the data active = inhibition above about 50%; also: many of its hits are not listed in these tables
Autophagy HCS: modulators of autophagy. AID 463193. calls only at 10 µM (by protocol). 190,000 tested, 0.98% active. MEF GFP-LC3 puncta imaging; test concentration mostly 10 µM;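 active = percentage of spot-positive cells more than 3 SD above its plate mean, without a fluorescence outlier flag or 80% toxicity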;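 also: spot-positive cell cutoff set from DMSO-treated cells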
Dynein transport: blocks dynein driven cargo transport along microtubules; 3617.4 mouse cells, GR-EGFP nuclear translocation imaging; test concentration mostly 20 µM; stimulated with dexamethasone, 1 µM; stronger effect = lower value; z-score, hits read low; 220,000 tested, 0.47% active; AID 1381;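 active = plate z-score of nuclear minus cytoplasmic receptor signal below a set negative limit, without overly bright fluorescence or cell loss, cut at about -3.5 in these data, passing the limit was not always enough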;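 also: z-score of nuclear minus cytoplasmic ring GR-EGFP intensity difference per well; some compounds called inactive have numbers as strong as hits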
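Also added: dexamethasone, 1.0 µM final. Medium: tet-free, stripped-serum medium. Detection: fixed, Hoechst-stained cells imaged at 10x for EGFP. Read-out: nuclear-to-cytoplasmic GR-EGFP distribution per well. Times: induction 48 h, compound 1 h, agonist 30 min.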
NOD1 NF-kB reporter: inhibition of NOD1-driven NF-kB reporter – cell-based, luminescence, uHTS, primary screen (AID 1578). inhibition, % at 4 µM, or EC50 in µM where a hit was titrated. NOD1-driven NF-kB luciferase reporter cells, luminescence; higher % means a stronger effect. 290,000 tested, 1% active; in the data active = inhibition mostly above about 36%, no sharp cut-off; inactive = mostly below about 34%;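 also: HEK-293T reporter cells stimulated with the NOD1 agonist gamma-tri-DAP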
Dynein transport cytoplasmic EGFP: recorded beside Dynein transport, whose call it bears; z-score; measured here: cytoplasmic GR-EGFP intensity; stronger effect = higher value
Dynein transport nuclear GR-EGFP: also measured in Dynein transport; calls as there; z-score; measured here: nuclear GR-EGFP intensity;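 lower value marks the stronger effect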
Dynein transport cell count: further read-out of Dynein transport, marked with its call; z-score; measured here: cell count per field
Insulin prom up cell count: further read-out of Insulin prom up, marked with its call; cell count; measured here: cytotoxicity, nuclei count;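 total cells summed across four imaged fields per well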
bCat nuc transl cell count 5 µM: recorded beside bCat nuc transl, whose call it bears; cell count; measured here: cell count, cytotoxicity flag
MT stabilize HCS Hoechst-high %: also measured in MT stabilize HCS; calls as there; % Hoechst-high responders; measured here: nuclear condensation Hoechst responders;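 share of cells brighter than vehicle mean plus two SD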
MT stabilize HCS cytotoxicity %: recorded beside MT stabilize HCS, whose call it bears; toxicity, %; measured here: cytotoxicity by cell density;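 0% = mean cell density of plate MIN control wells and 100% = no cells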
Autophagy HCS cell loss 18 h: second read-out of Autophagy HCS, no call of its own (marks repeat the call); toxicity, %; measured here: cell loss, nuclei count;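 cell loss after 18 h compound exposure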
* hit, by the source's call; i = inactive; . = not tested or not shown; & = joins results of further samples. These rows are one share of the data; rates above refer to the full screens.

SMILES	MT stabilize HCS	MT stabilize HCS Hoechst-high %	MT stabilize HCS cytotoxicity %	M17LAP inhibition	bCat nuc transl	bCat nuc transl cell count 5 µM	Yfh1-off respiration	Insulin prom up	Insulin prom up cell count	NOD2 inhibition	Autophagy HCS	Autophagy HCS cell loss 18 h	Dynein transport	Dynein transport cytoplasmic EGFP	Dynein transport nuclear GR-EGFP	Dynein transport cell count	NOD1 NF-kB reporter
O=C(O)CCSc1nnc(COc2ccc([N+](=O)[O-])cc2)n1-c1ccccc1	2.8	2.2	2.9	21%	-1.1	1055	i	0.4	1414	6%	i	-3	-0.042	-0.35	-0.11	0.34	-36%
Cc1ccc(-n2c(-c3ccccc3)cc(=O)nc2C)cc1	2.5	1.4	1.4	3%	-2.1	1336	i	0.25	1658	4%	i	2	-0.43	-0.22	-0.85	0.19	-3%
Cc1cccc(C)c1NC(=O)CC(NCc1ccco1)C(=O)O (stereo not given)	3.1	1.7	4.7	5%	-0.5	1060	.	0.56	1267	-5%	i	-2	-0.99	-0.19	-0.29	0.45	.
CC(C)(C)NC(=O)NC(=O)COC(=O)CCCc1c[nH]c2ccccc12	1.4	1.5	12	2%	-2.1	1139	i	0.27	901	-24%	i	-1	-0.65	0.017	-0.11	-0.082	8%
COC(=O)c1c(NC(=O)CSc2nc(-c3ccco3)cc(C(F)(F)F)n2)sc2c1CCCC2	3.0	2.3	7.9	-3%	-1.8	1180	i	-0.27	1234	-7%	i	-15	0.26	-0.46	0.25	0.62	-17%
CCN(CC)S(=O)(=O)c1ccc(-n2c(=O)c(C(C)C)c(C)n2C)cc1	2.1	2.0	7.1	0%	1.9	949	i	0.2	860	-7%	i	7	-0.66	-0.21	0.011	0.4	-28%
CCOC(=O)C1CCN(C(=O)c2sccc2Cl)CC1	.	.	.	-4%	-1.2	1331	i	0.51	1428	19%	.	.	-0.34	-0.28	-0.41	1.2	-7%
Cn1c(=O)c2c(-c3ccccc3)n(CCCN3CCOCC3)cc2n(C)c1=O	1.7	2.1	8.3	-7%	-0.9	1075	i	-0.84	1314	10%	i	-1	0.24	-0.24	0.47	-0.66	-20%
O=C(Nc1ccccc1C(=O)N/N=C/c1ccco1)c1ccc(F)cc1	3.0	2.2	5.7	20%	4.2	474	i	1.3	1298	-5%	i	8	0.66	-0.083	1.7	-0.36	-33%
COc1ccc(NC(=O)c2ccccc2S(=O)c2ccccc2C#N)cc1 (stereo not given)	2.9	1.3	0.1	-3%	-4.2	1133	i	-0.15	1572	10%	i	15	2.1	0.22	1.8	-0.77	-30%
CCNC(=O)CSc1nnc(CN2CCCCCC2=O)n1-c1ccccn1	2.6	1.8	4.9	28%	-0.6	1088	i	0.2	1209	1%	i	-1	-0.38	-0.17	-0.1	0.26	-35%
O=C(O)c1cc(N/N=C/c2ccc3c(c2)OCCO3)ccc1Cl	3.7	3.5	5.9	30%	0.4	1016	i	-1.3	522	-162%	i	-3	0.49	-0.27	-0.23	-0.37	39%
CCCCN(C)C(=O)c1nc2ccccn2c1CN1CCN(c2ccccn2)CC1	1.7	1.8	3.5	13%	-3.5	1121	i	0.21	1399	2%	i	-6	-0.5	-0.29	-0.35	1.1	-36%
CCc1nnc(NS(=O)(=O)c2ccc(NC(=O)COc3ccc4ccccc4c3)cc2)s1	2.6	2.9	14	5.1µM*	1.0	1530	i	0.32	1416	4%	i	2	0.041	-0.21	-0.54	0.94	-11%
O=C(N/N=C/c1c[nH]c2ccccc12)c1cc(-c2ccc3ccccc3c2)n[nH]1	26*	61*	58*	5%	80*	347*	i	0.13	1057	-59%	i	36	0.81	-0.26	0.36	-1.1	-25%
CNc1ccc(/C=C(\C#N)c2ccccn2)cc1[N+](=O)[O-]	1.9	2.6	0.5	2%	1.7	1134	i	-0.24	1257	-66%	i	-10	0.12	1.2	0.58	0.22	-34%
C(=C\c1ccccc1)/CSc1nnc(-c2ccncc2)n1Cc1ccco1	3.7	2.3	2.4	14%	-6.4	969	i	-0.65	1007	-8%	i	-3	1.1	-0.13	1.1	-0.95	-5%
CCOC(=O)c1c(C)n(-c2ccccc2)c2ccc(O)cc12	2.1	2.0	5.9	4%	1.4	1468	i	-2.4	1541	21%	i	-11	-1.2	0.11	-0.82	0.4	4%
COc1ccc(OC)c(S(=O)(=O)n2ccnc2C)c1	1.2	1.0	9.3	-14%	0.5	1104	i	-0.42	993	8%	i	-10	0.011	-0.11	0.2	-0.099	-3%
COc1ccc(NC(=O)C2CCN(S(=O)(=O)c3ccc(OC)c(OC)c3)CC2)c(OC)c1	2.0	2.7	7.7	2%	-7.0	1073	i	0.13	1229	10%	i	2	0.54	-0.31	0.91	-0.055	12%
Cc1ccc(S(=O)(=O)NC2CCCc3ccccc32)cc1C (stereo not given)	1.7	1.3	7.0	0%	.	.	i	-0.48	936	10%	i	-4	-0.2	-0.17	0.24	0.36	8%
COc1ccc(S(=O)(=O)c2ccc(OCC3CO3)cc2)cc1 (stereo not given)	11	2.1	8.3	-4%	-0.5	1124	i	-0.35	1372	13%	i	10	-1	-0.32	-0.28	0.05	-19%
Cc1ccccc1-n1nnnc1SC1CCOC1=O (stereo not given)	2.0	3.2	9.1	4%	-4.4	889	.	0.99	1165	6%	i	14	-0.28	-0.25	0.68	-0.24	9%
Cc1ccc2c(c1)N(C(=O)c1ccco1)C(C)(C)c1ssc(=S)c1-2	1.2	1.0	4.3	-1%	.	.	i	-0.1	1012	6%	i	32	0.65	0.16	0.85	-0.88	3%
Cc1cccc2sc(NC(=O)c3ccc(Cl)s3)nc12	2.9	4.8	10	14%	.	.	i	-0.57	969	3%	i	7	-0.36	-0.17	0.075	0.085	-4%

The list goes on, overlapping the part above by 2 compounds.
SMILES	MT stabilize HCS	MT stabilize HCS Hoechst-high %	MT stabilize HCS cytotoxicity %	M17LAP inhibition	bCat nuc transl	bCat nuc transl cell count 5 µM	Yfh1-off respiration	Insulin prom up	Insulin prom up cell count	NOD2 inhibition	Autophagy HCS	Autophagy HCS cell loss 18 h	Dynein transport	Dynein transport cytoplasmic EGFP	Dynein transport nuclear GR-EGFP	Dynein transport cell count	NOD1 NF-kB reporter
Cc1ccc2c(c1)N(C(=O)c1ccco1)C(C)(C)c1ssc(=S)c1-2	1.2	1.0	4.3	-1%	.	.	i	-0.1	1012	6%	i	32	0.65	0.16	0.85	-0.88	3%
Cc1cccc2sc(NC(=O)c3ccc(Cl)s3)nc12	2.9	4.8	10	14%	.	.	i	-0.57	969	3%	i	7	-0.36	-0.17	0.075	0.085	-4%
COC(=O)c1cc(OC)nc2ccc(Br)cc12	.	.	.	13%	-1.0	1216	i	-0.31	1377	4%	.	.	-0.13	-0.2	-0.075	0.084	1%
COc1ccc(Nc2cc(Cl)ccc2C(=O)O)cn1	.	.	.	8%	-0.1	1376	i	2.3	1025	10%	.	.	-0.94	-0.19	0.22	-1.1	1%
O=C(OCC(=O)N1CCOCC1)c1ccc(N2CCOCC2)c([N+](=O)[O-])c1	3.2	2.7	3.2	-4%	-0.7	1142	i	0.63	1320	0%	i	5	-0.63	-0.21	-0.19	0.31	-8%
NCC12CC3CC(CC(O)(C3)C1)C2	1.3	1.7	4.8	7%	.	.	i	0.19	858	9%	i	-16	0.073	-0.046	0.42	0.23	6%
Cc1cc(Cl)ccc1NC(=O)/C=N/O	.	.	.	5%	0.2	1347	i	-0.86	1031	18%	.	.	1.6	0.054	1.4	-2.9	2%
CCOC(=O)C(NCc1ccc(OC)cc1)(NC(C)=O)C(F)(F)F (stereo not given)	4.5	1.5	10.0	-9%	-1.8	508	i	0.63	1490	-2%	i	18	-1.3	-0.21	-0.14	0.35	-31%
Nc1c(Cl)ncnc1NCCO	2.8	1.0	5.2	4%&-12%	-0.7&0.2	1342&1057	i	-0.14&1.2	1052&1494	6%&5%	i	3	0.43&-0.66	-0.21&-0.38	0.9&-0.2	-1.4&1.6	-10%&-40%
O=C1c2ccccc2NC(c2cccc(Cl)c2)N1N=C1CCCCCC1 (stereo not given)	3.6	1.7	0.2	-17%	0.6	1357	i	-0.08	1421	11%	i	-27	0.6	-0.24	1.1	-0.24	3%
Cc1cc(C)c(C#N)c(SCc2ccc3c(c2)OCO3)n1	1.4	1.1	0.4	1%	-0.3	1044	i	0.76	1119	8%	i	-11	0.87	-0.27	0.43	-0.43	9%
CCOC(=O)c1ccc(NC(=O)CN(c2ccc(C)cc2)S(=O)(=O)c2c(C)nn(C)c2C)cc1	1.2	1.2	6.5	-10%	-2.3	1285	i	-0.4	993	24%	i	1	1.5	-0.13	0.74	-1.4	2%
C/C(N)=C(/C#N)C(=O)COC(=O)c1oc2ccccc2c1COC(C)C	4.5	1.7	1.9	5%	0.1	1055	i	0.31	1268	11%	i	-3	-0.86	-0.29	-0.65	0.91	-14%
COCc1cc(=O)n2[nH]c(SC)nc2n1	3.5	1.1	4.8	2%	0.5	1043	i	1.2	1261	0%	i	-5	0.21	-0.18	0.54	-0.12	-28%

Limited to MT stabilize HCS cytotoxicity % and MT stabilize HCS, for some of the entries so far:
Molecule	MT stabilize HCS cytotoxicity %	MT stabilize HCS
O=C(OCC(=O)N1CCOCC1)c1ccc(N2CCOCC2)c([N+](=O)[O-])c1	3.2	3.2
NCC12CC3CC(CC(O)(C3)C1)C2	4.8	1.3
